RTF Ca sens inh: cardiac RTF calcium desensitization | P19429+P45379 | IANBD-labeled cardiac RTF, Ca2+ fluorescence | inhibition, % at 7.15 µM | 340,000 compounds, 0.12% hits;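 active means inhibition above the mean inhibition of all tested compounds plus 3 SD, cut at about 17% in these data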;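 further: assay run at fixed EC70 calcium of 1.6 mM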
DAGLB inhibitor: diacylglycerol lipase beta (human) inhibition. HEK293T DAGLB membrane lysate, EnzChek fluorogenic substrate. Q8NCG7. AID 504411. inhibition, % at 5.17 µM. 340,000 compounds, 0.059% hits; in the data active means inhibition above about 34%;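 further: 0% = enzyme with vehicle and 100% = wells lacking enzyme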
cardiac RTF act: increases calcium sensitivity of human cardiac regulated thin filaments; IANBD-labeled TnC RTF fluorescence at EC20 calcium; 0% EC20 calcium, 100% full calcium; activation, % at 7.2 µM; 340,000 compounds, 0.24% hits; AID 493008;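 active means activation above the mean over all tested compounds plus 3 SD, cut at about 30% in these data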;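 further: rise in fluorescence read as greater calcium sensitivity of cardiac thin filaments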
CAL PDZ FP-1: human CAL PDZ-peptide interaction inhibition; Q9HD26; purified CAL PDZ, TMR-peptide fluorescence polarization, 1 h; inhibition, % at 20 µM; 330,000 compounds, 0.02% hits; AID 504414;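 active means highest replicate inhibition of at least 40%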;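 further: plate controls were DMSO neutral control wells for no effect and unlabeled competitor peptide control wells for full effect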
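Assay system – tagged CAL PDZ protein CerCALP, purified · Timing – 1 h at RT · Compound – single point, 20 µM · Measured by – fluorescence polarization from S- and P-plane intensities, G-factor corrected · Evaluation – inhibition from polarization loss · Probe or stimulus – TMR reporter peptide T*-PRC34 · Buffer or medium – pH 7.4 phosphate-saline buffer, reducing agent, detergent, IgG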
SR-BI uptake up: SR-BI HDL lipid transfer activation. CHO ldlA[mSR-BI] cells, DiI-HDL uptake fluorescence, 3 h; 100 = double the neutral-control signal. activation, % at 12.5 µM. 320,000 compounds, 0.096% hits. AID 504775;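 active means mean replicate activation of at least 60% and every replicate at or above 60%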;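 further: 0% = median plate neutral-control signal and 100% = twice that signal; values of inactives mirror those of a sister screen read the other way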
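Assay system: LDL receptor-deficient CHO ldlA cells overexpressing murine SR-BI / Medium: BSA-supplemented, HEPES-buffered Ham's F12, pH 7.4 / Probe or stimulus: DiI-labelled HDL at 10 µg/mL final / Timing: compound with DiI-HDL co-incubation, 3 h at 37 °C / Technique: bottom-read cell fluorescence after medium removal, ex 550/em 595 nm / Measure: HDL uptake via cellular fluorescence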
PKA-R2B act: activates the human PKA-R2B holoenzyme complex | P22694+P31323 | 340,000 compounds, 0.079% hits | PKA-R2B holoenzyme dissociation, Cy5-IP20 fluorescence polarization; R2B truncated from residue 108, S112A mutant; 0% DMSO only, 100% 113 µM cGMP | activation, % at 11.4 µM;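 active means activation above a cutoff set at the mean over all compounds plus 3 SD, cut at about 18% in these data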;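 further: higher means more holoenzyme dissociation and a rise in polarization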
Target sequence (P31323 whole entry, looked up, other chains not shown, the tested form may be a part): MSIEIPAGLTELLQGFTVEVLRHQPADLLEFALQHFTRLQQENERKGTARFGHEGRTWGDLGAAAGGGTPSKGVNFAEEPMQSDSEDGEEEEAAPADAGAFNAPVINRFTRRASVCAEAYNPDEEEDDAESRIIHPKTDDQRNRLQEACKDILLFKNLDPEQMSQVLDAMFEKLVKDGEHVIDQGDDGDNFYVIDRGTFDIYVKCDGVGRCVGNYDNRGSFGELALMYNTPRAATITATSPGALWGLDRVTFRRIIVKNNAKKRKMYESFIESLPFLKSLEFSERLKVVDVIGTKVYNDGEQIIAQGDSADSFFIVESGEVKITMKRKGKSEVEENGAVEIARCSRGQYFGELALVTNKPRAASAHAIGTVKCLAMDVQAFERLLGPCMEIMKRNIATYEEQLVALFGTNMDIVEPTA
Keap1 Nrf2 FP: disrupts human Keap1 binding to Nrf2 peptide; Keap1 Kelch-Nrf2 peptide fluorescence polarization, 1536-well; Q14145; inhibition, % at 9.4 µM; 340,000 compounds, 0.15% hits; in the data active means inhibition above about 12%;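 further: human Keap1 Kelch domain with fluorescein labeled Nrf2 9mer peptide probe; 0% = neutral control wells and 100% = peptide positive control; higher means more block of Keap1 binding to Nrf2 peptide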
Target sequence (Q14145 whole entry, looked up, the tested form may be a part): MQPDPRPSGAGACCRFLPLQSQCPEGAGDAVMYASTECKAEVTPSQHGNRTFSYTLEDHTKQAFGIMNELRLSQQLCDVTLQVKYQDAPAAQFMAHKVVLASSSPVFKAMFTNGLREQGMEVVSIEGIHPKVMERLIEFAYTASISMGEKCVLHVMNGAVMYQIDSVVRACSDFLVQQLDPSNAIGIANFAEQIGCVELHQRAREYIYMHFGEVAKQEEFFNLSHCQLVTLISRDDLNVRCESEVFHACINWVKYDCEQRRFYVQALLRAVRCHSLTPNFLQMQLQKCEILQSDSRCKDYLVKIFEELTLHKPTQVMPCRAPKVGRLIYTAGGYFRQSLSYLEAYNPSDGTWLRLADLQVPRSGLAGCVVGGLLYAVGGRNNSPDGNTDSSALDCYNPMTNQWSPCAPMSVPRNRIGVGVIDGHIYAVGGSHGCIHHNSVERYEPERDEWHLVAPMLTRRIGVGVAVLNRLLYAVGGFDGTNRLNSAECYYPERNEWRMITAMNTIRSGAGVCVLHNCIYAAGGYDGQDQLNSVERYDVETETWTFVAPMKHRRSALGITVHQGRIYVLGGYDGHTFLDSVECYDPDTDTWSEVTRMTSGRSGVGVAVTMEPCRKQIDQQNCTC
CAL PDZ FP-2: inhibitors of human CAL PDZ peptide binding; purified CAL PDZ, TMR-peptide fluorescence polarization, 1 h; inhibition, % at 24.9 µM; 300,000 compounds, 0.92% hits; AID 602252;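 active means mean inhibition of at least 30% with at least half of replicates also reaching 30%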;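 further: 0% = DMSO neutral control and 100% = excess unlabeled competitor peptide PRC23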
Rtt109 Vps75: C. albicans Rtt109 histone acetyltransferase inhibition | inhibition, % at 34.9 µM | 330,000 compounds, 0.16% hits | Q5AAJ8 | AID 540336 | purified Rtt109/Vps75, ThioGlo CoA-SH fluorescence, 4 h;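 active means inhibition of at least 50% in every replicate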
LANA DNA inh: inhibitors of KSHV LANA C-terminal domain DNA binding. MBP-C-LANA/FAM-LBS DNA binding, fluorescence polarization. inhibition, % at 9 µM. 340,000 compounds, 0.078% hits;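 active means highest replicate inhibition at or above 60% at 9 µM, even if other replicates fall short; inactive means all replicates below 60% inhibition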;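 further: 0% = neutral control wells and 100% = 4 µM acridine orange control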
* hit, by the source's call; · = no result given.

SMILES	RTF Ca sens inh	DAGLB inhibitor	cardiac RTF act	CAL PDZ FP-1	SR-BI uptake up	PKA-R2B act	Keap1 Nrf2 FP	CAL PDZ FP-2	Rtt109 Vps75	LANA DNA inh
Cc1cccc(NC(=O)NC(C)C(c2cccs2)N2CCOCC2)c1 (centres undefined)	-4	-1	-3	-0.2	-14	0	1	0	2	-1.2
Cn1c(=O)c2c(nc(CN3CCC(C(N)=O)CC3)n2Cc2c(F)cccc2Cl)n(C)c1=O	-5	-1	1	-1.7	5	-10	2	-2	-5	0.6
O=C1N(Cc2ccccc2)CC2(Br)COCOC12O (centres undefined)	6	1	-2	-0.3	-46	-7	-11	-1	3	-2.1
O=C(CCCOc1ccccc1)OCn1nnc2ccccc2c1=O	-9	-2	-1	-2.6	21	-6	6	1	12	0.2
Cc1cc(/C=N/NC(N)=O)c(C)c(CO)c1	-10	2	-4	-1.1	35	5	1	·	5	1.6
COc1ccc(C(C)NCCC(c2ccc(OC(C)C)cc2)c2ccccc2OC)cc1 (centres undefined)	-8	-6	-4	-2.0	-38	-3	0	0	0	0.8
CC1CC(C)(C)CC2(C1)NC(=O)N(CC(=O)Nc1c(F)cccc1F)C2=O (centres undefined)	0	3	-1	-1.1	·	3	0	1	4	1.0
O=C(O)C1CCCC2CN3CCc4c([nH]c5ccccc45)C3C(O)C21 (centres undefined)	-7	-1	1	-0.4	22	-5	9	0	-2	11
O=[N+]([O-])c1cc(S(=O)(=O)Nc2ccccc2)ccc1Nc1ccccc1	2	15	-1	-0.1	-23	3	0	-2	-5	-1.1
C=CCNC(=O)c1sc(=S)n(-c2ccc(C(=O)OCC)cc2)c1N	-1	1	11	-1.5	-15	-5	0	·	3	-0.7
CS(=O)(=O)N(CCc1ccccc1)CC(=O)NCc1ccncc1	-5	1	6	0.0	5	1	1	-3	11	2.8
COc1ccccc1N1CCN(C(=O)CCn2c(=O)[nH]c3ccccc3c2=O)CC1	-1	1	0	-0.8	6	2	0	-4	0	0.0
COc1ccc(S(=O)(=O)NCC2CCC(C(=O)NCc3ccc(F)cc3)CC2)cc1 (centres undefined)	-4	2	4	-0.7	10	-4	-1	-1	-3	-2.1
COc1ccc(N/C=C/C(=O)c2cc(OC)c(OC)c(OC)c2)cc1	-1	1	-5	-0.7	-72	-3	1	-11	1	0.1
CC1(CCBr)C(=O)N(c2ccccc2)c2ccccc21 (centres undefined)	-3	-1	-3	-0.5	1	-9	-1	-3	-2	1.6
Clc1ccc(-c2ccc(C=Nc3ccc(N4CCOCC4)cc3)o2)cc1	-8	2	2	0.3	2	3	-3	-4	2	0.0
CCc1ccc(OCC(=O)Nc2ccc(S(=O)(=O)Nc3ccccn3)cc2)cc1	7	0	9	-1.7	-16	6	-5	0	3	-1.5
O=C1Nc2ccc(Br)cc2C1Cc1ccccc1F (centres undefined)	-4	-1	-2	-1.0	28	-8	-5	-3	2	-0.8
CN(CC(=O)NNC(=O)CCNS(=O)(=O)c1ccccc1)S(=O)(=O)c1ccc(Cl)cc1	-12	-1	-1	-1.7	13	-3	·	-2	·	·
CCCCOc1cccc(C(=O)Nc2ccc(NC(=O)c3ccco3)cc2)c1	-9	2	-2	-2.0	·	8	-3	-6	-10	0.6
COc1ccc(/C=N/OCC(=O)Nc2cc(C)on2)cc1OC	-4	0	8	-0.9	22	-5	0	1	-10	-1.7
CCOc1cc(/C=N/NC(=O)C(N)=O)cc(Br)c1O	-1	-1	-5	-2.3	-31	-2	-4	-2	·	0.5
CCN(CC(=O)NC(C)(C)C)C(=O)c1ccc(Br)cc1	1	-1	2	-0.9	24	11	-1	-2	0	-0.7
COc1cc(/C=N/NC(=O)CCN2CCN(C(c3ccccc3)c3ccccc3)CC2)ccc1O	-17	3	2	1.6	-9	-4	-3	0	·	-0.1
Cc1ccc(S(=O)(=O)NCCC(=O)Nc2ccc(S(=O)(=O)NC(C)C)cc2)cc1	2	-1	5	-2.3	-5	1	-4	0	-2	0.6
CC(=O)Nc1cn(-c2ccccc2)nc1-c1ccccc1	-2	-1	1	0.1	-3	6	2	4	-5	3.1
O=C(Nc1ccc(N2CCCC2)c(Cl)c1)c1ccc([N+](=O)[O-])o1	2	14	-2	-0.2	-48	1	7	4	16	4.2
O=C(NCc1ccc(F)cc1)C(Cc1ccccc1)n1cccc1 (centres undefined)	-11	0	3	-0.3	37	-12	2	0	5	0.3
O=C(O)c1ccc(N=C2SCC(=O)N2Cc2ccccc2)cc1	4	2	8	-0.2	19	-5	-4	2	9	0.4
CN(C)CCCOc1nn(Cc2ccccc2)c2ccccc12	12	3	6	-0.1	-9	5	-7	-9	6	0.6
CCOc1ccc2nc(SCc3cccc(C)c3)nc(C)c2c1	-20	-3	-3	-1.9	-26	-7	-2	0	3	-0.8
COc1ccc(C(=O)CSc2nc(C)cc(=O)[nH]2)cc1	-12	-3	3	0.8	9	5	2	-4	-17	-1.5
O=C(CSc1nc2sccc2c(=O)[nH]1)N1CCN(c2ccccc2)CC1	-1	3	2	-0.3	33	-7	1	-1	-3	-0.1
COc1ccc(C(CNC(=O)c2oc3ccc(OC)cc3c2C)N2CCCC2)cc1 (centres undefined)	9	0	-5	-0.9	-14	-6	-20	-4	2	-9.7
Cc1cc(N(C)C)nc(SC(C)C)n1	-4	-1	-2	-0.7	22	-9	-4	0	-7	-0.6
CCN(CC)C(=O)CSc1nc2c(sc(=S)n2-c2ccccc2)c(=O)n1-c1ccccc1OC	0	0	-3	-2.3	-3	12	2	-3	4	-1.3
Cc1cc(CN(C)C(=O)C2CCC(=O)N(CCc3cccc(F)c3)C2)on1 (centres undefined)	-2	0	-1	-0.5	12	3	-2	59*	-13	-1.5
CC(c1ccccc1)C1C(C#N)=C(N)OC2=C1C(=O)CC(C)(C)C2 (centres undefined)	-8	4	3	-2.0	-2	-11	-3	-2	6	1.3
COC(=O)N(C)c1ccccc1C(=O)N1CCOCC1	3	2	-3	-0.5	11	-12	-3	-2	0	-0.2
CC(c1nc2ccccc2o1)N1C(=O)c2ccccc2C1=O (centres undefined)	-8	-2	2	-1.7	-20	9	-2	-2	24	2.2

Filtered by structure: those above containing a furan ring, fused or not.
SMILES	RTF Ca sens inh	DAGLB inhibitor	cardiac RTF act	CAL PDZ FP-1	SR-BI uptake up	PKA-R2B act	Keap1 Nrf2 FP	CAL PDZ FP-2	Rtt109 Vps75	LANA DNA inh
Clc1ccc(-c2ccc(C=Nc3ccc(N4CCOCC4)cc3)o2)cc1	-8	2	2	0.3	2	3	-3	-4	2	0.0
CCCCOc1cccc(C(=O)Nc2ccc(NC(=O)c3ccco3)cc2)c1	-9	2	-2	-2.0	·	8	-3	-6	-10	0.6
O=C(Nc1ccc(N2CCCC2)c(Cl)c1)c1ccc([N+](=O)[O-])o1	2	14	-2	-0.2	-48	1	7	4	16	4.2
COc1ccc(C(CNC(=O)c2oc3ccc(OC)cc3c2C)N2CCCC2)cc1 (centres undefined)	9	0	-5	-0.9	-14	-6	-20	-4	2	-9.7

Next entries:
SMILES	RTF Ca sens inh	DAGLB inhibitor	cardiac RTF act	CAL PDZ FP-1	SR-BI uptake up	PKA-R2B act	Keap1 Nrf2 FP	CAL PDZ FP-2	Rtt109 Vps75	LANA DNA inh
Cc1cccc(CN2CCN(c3nc4nonc4nc3NC3CC3)CC2)c1	-8	-3	5	-0.3	·	-7	4	4	5	1.8
CCN(C(=O)CSc1nnc(-c2cccc(Cl)c2)n1N)c1c(N)n(Cc2ccccc2)c(=O)[nH]c1=O	-7	-1	-4	-1.9	3	-1	-9	-2	10	0.9
COC(=O)c1cc(OC)c(OC)cc1NC(=O)CCC1CCCC1	-12	-7	6	-2.0	-27	-8	-2	1	6	2.1
CC(C)CC(=O)Nc1ccccc1-c1nnn(CC(=O)N2CCOCC2)n1	-7	0	-7	-0.4	-13	-2	-3	3	3	1.0
COc1ccc(OC)c(CNC(=O)CCNC(=O)Cn2ccc3ccccc3c2=O)c1	1	1	7	0.0	-11	12	-3	·	3	-1.0
Cc1cc(OC2CCCCC2)nc(-c2ccccc2O)n1	-9	-5	2	-0.4	-17	6	-7	-2	9	-0.5
CCc1nnc(NC(=O)CSc2nnc(Cc3cc(=O)[nH]c(=O)[nH]3)n2-c2ccc(OC)cc2)s1	2	2	1	-0.6	16	-3	-1	·	-1	0.7
CC(=O)N1CCN(C(=O)c2ccc(OC3CCN(Cc4ccccn4)CC3)cc2)CC1	-11	0	1	0.2	-4	-4	-6	-2	-3	2.4
S=c1nc(NCc2cccc(Cl)c2)c2ccccc2[nH]1	-11	0	-4	-1.7	-14	-5	-2	-4	10	-0.4
Cn1c(C(=O)N2CCC(C(=O)N3CCOCC3)CC2)cc2sccc21	-2	3	5	-0.2	36	-5	-5	·	0	0.7
O=C(COC(=O)c1cccc(S(=O)(=O)N2CCN(c3ccc(F)cc3)CC2)c1)NCC1CCCO1 (centres undefined)	0	2	1	-0.2	-14	2	-1	8	-4	1.3
CCN(C[C@H]1N[C@@](Cc2ccccc2)(C(=O)OC)[C@H]2C(=O)N(Cc3ccccc3)C(=O)[C@@H]12)C(=O)c1ccc(F)cc1	2	-5	-2	-1.2	1	7	5	-5	3	-0.6
CC(=O)Nc1ccc(NC(=O)CN2CCN(c3ccccn3)CC2)cc1	-5	-2	-1	-0.7	-4	1	3	-3	-6	-2.7
CCC(C)(C)NC(=O)c1sccc1Oc1ccc(F)cc1[N+](=O)[O-]	-6	-4	-3	0.4	-12	-2	-2	1	1	-0.7
CC1=C(CC(=O)O)c2cc(F)ccc2C1=Cc1ccc(S(C)(=O)=O)cc1	7	4	2	-1.5	13	0	5	-3	-2	1.4
CCOc1ccc(S(=O)(=O)N2CCC(C(=O)Nc3cccc(NC(C)=O)c3)CC2)cc1	6	-4	-4	-2.1	·	-6	-6	4	15	1.3
NS(=O)(=O)c1ccc(N2N=C(c3ccccc3)CC2c2cccc(Br)c2)cc1 (centres undefined)	-2	0	-4	2.0	-9	-1	-4	0	11	1.0
CCOC(=O)C(=O)NCc1ccc(/C=C2/N=C(C)C(C(=O)OCC)=C2O)o1	-18	-1	4	-0.1	-8	-9	1	4	12	4.1
NC(=O)COc1ccccc1/C=C1/SC(=O)N(CC(=O)N2CCc3ccccc3C2)C1=O	-18	1	-2	-2.4	-6	3	0	·	-5	0.0
COc1ccccc1-n1c(SC(C)C(=O)NCC2CCCO2)nc2cc(Cl)ccc2c1=O (centres undefined)	-11	3	0	-1.7	-9	2	-2	-5	6	0.3
c1ccc(CN2CCOCCOCCOCC2)cc1	0	-2	-1	0.3	18	-6	-3	-3	0	0.9
